# From PubChem BioAssay
# PGK inhibitor – qHTS Assay to Find Inhibitors of Phosphoglycerate Kinase; Potency, µM (titrated, usually from 57.5 µM), inactives show at the highest dose activity change, negative = inhibition, actives largely listed as inhibitors; Phosphoglycerate kinase, glycosomal (Trypanosoma brucei brucei), P07378; PGK/GAPDH coupled, Kinase-Glo luminescence, 60 min; hit rate 0.043% among 380,000; further: on the % scale 0 is the no-effect control and ±100 the full control effect; nearly all actives have a fitted effect of over 60% in size
#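 Recombinant glycosomal PGK reaction used 1,3-bisphosphoglycerate generated in-well by GAPDH (100nM final) in 100mM TEA pH 7.6, 5mM MgCl2, 0.01% Tween-20. After 60 minutes at room temperature, ATP was read by Kinase-Glo Plus luminescence end-point.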
# 12-LOX inh – Primary qHTS assay for inhibitors of human arachidonate 12S-lipoxygenase (ALOX12): Round 2; hit rate 1.1% among 580,000; purified 12hLO, xylenol orange hydroperoxide absorbance; Polyunsaturated fatty acid lipoxygenase ALOX12 (Homo sapiens), P18054; Potency, µM (series often up to 108 µM), without a hit: at the top dose activity change, negative = inhibition, usual class: inhibitors; further: on the % scale 0 is the no-effect control and ±100 the full control effect
# Target sequence (P18054 whole entry, looked up): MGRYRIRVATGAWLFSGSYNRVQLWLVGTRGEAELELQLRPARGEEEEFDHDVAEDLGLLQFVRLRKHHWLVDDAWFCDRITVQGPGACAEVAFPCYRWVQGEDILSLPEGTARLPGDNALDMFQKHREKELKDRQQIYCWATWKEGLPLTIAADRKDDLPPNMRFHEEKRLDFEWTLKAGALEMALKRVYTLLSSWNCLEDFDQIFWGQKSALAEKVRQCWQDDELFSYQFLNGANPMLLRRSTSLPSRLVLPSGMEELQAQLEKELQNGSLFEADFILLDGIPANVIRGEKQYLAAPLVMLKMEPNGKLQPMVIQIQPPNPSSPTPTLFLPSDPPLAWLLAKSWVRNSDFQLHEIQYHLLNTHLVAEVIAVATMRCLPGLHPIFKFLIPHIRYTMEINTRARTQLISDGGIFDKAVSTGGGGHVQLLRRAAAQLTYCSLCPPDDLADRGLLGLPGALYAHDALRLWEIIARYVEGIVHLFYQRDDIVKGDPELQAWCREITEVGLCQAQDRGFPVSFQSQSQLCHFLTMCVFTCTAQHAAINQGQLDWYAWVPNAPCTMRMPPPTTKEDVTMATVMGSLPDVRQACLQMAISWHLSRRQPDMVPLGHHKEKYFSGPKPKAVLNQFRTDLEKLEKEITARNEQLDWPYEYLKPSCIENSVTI
#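 Purified human 12hLO at 150 nM in 25 mM Hepes, 0.01% Triton X-100, pH 7.0, preincubated 15 min at room temperature with compound. Reaction started with 40 uM arachidonic acid, 30 min at room temperature. Hydroperoxide measured by Fe-xylenol orange, 573/405 nm absorbance ratio.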
# JMJD2A Tudor – qHTS Assay for Inhibitors of JMJD2A-Tudor Domain. Lysine-specific demethylase 4A (Homo sapiens), O75164. AlphaScreen JMJD2A-Tudor / H3K4me3 peptide binding. Potency, µM (series often up to 114 µM), without a hit: top-dose activity change, negative = inhibition, hits mostly inhibitors. hit rate 4.4% among 390,000. AID 504339, 2011; further: on the % scale 0 is the no-effect control and ±100 the full control effect; nearly all actives have a fitted effect of over 50% in size
# RGS4 inhibitor – Inhibitors of Regulator of G Protein Signaling (RGS) 4: qHTS; Transcreener GDP fluorescence polarization, RGS4-accelerated GTP hydrolysis; Potency, µM (series often up to 114 µM), for the others: at the highest dose activity change, negative = inhibition, actives largely listed as inhibitors; hit rate 0.039% among 390,000; further: on the % scale 0 is the no-effect control and ±100 the full control effect; nearly all actives have a fitted effect of over 75% in size; some results filed as inactive show a strong effect at the top dose
#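 MLSMR compounds (23 nl, pin-transferred) preincubated 10 min at room temperature with a 500nM (2x) first reagent, then RGS4 at 900nM (2x) plus Transcreener GDP mix added; fluorescence polarization (620/688 nm) read before and after 90 min at 30 °C.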
# GLS inhibitor – qHTS for Inhibitors of Glutaminase (GLS); Glutaminase kidney isoform, mitochondrial (Homo sapiens), O94925; Potency, µM (top dose mostly 45.5 µM), inactives show at the top dose activity change, negative = inhibition, actives largely listed as inhibitors; GLS enzymatic activity, qHTS titration; hit rate 0.21% among 410,000; further: on the % scale 0 is the no-effect control and ±100 the full control effect
#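 Glutamate formation by hKGA was monitored fluorometrically using coupled glutamate oxidase, HRP and Amplex Red. Substrate was added as 1 mM L-glutamine solution; incubation was 30 min at RT after an initial read.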
# rTrxR1 inhibitor – qHTS Assay for Inhibitors of Mammalian Selenoprotein Thioredoxin Reductase 1 (TrxR1): qHTS; recombinant rTrxR1, NADPH fluorescence consumption, selenite substrate; Potency, µM (top dose mostly 114 µM), inactives show at the highest dose activity change, negative = inhibition, hits mostly inhibitors; Thioredoxin reductase 1, cytoplasmic (Rattus norvegicus), O89049; AID 588453, 2011; hit rate 1% among 390,000; further: on the % scale 0 is the no-effect control and ±100 the full control effect; nearly all actives have a fitted effect of over 65% in size
#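 Rat TrxR1 (90 nM in the dispensed reagent) was pre-reduced with 400 uM NADPH for 5 min at room temperature, then incubated with compound for 15 min. After 400 uM selenite was added, NADPH fluorescence (Ex 340/Em 450 nm) was followed for 8 min.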
# Pin1 inh – qHTS Assay to Find Inhibitors of Pin1 | Peptidyl-prolyl cis-trans isomerase NIMA-interacting 1 (Homo sapiens), Q13526 | Pin1 FP peptide displacement, HiFluor488, 10 min | Potency, µM (doses to about 115 µM), for the others: top-dose activity, negative = inhibition, hits mostly inhibitors | hit rate 0.009% among 390,000; active means well fitted inhibition curve with a large enough effect in the polarisation, with a control signal flat, not every such curve was filed as active; inconclusive means small, poorly fitted or top-dose-only effect, or effect the other way, or a change in a side signal; inactive means no such curve, though single readings can be large or run the other way; the % refers to the polarisation; further: on the % scale 0 is the no-effect control and ±100 the full control effect
# ERG-DNA inh – qHTS for Small Molecule Inhibitors of the ERG Ets/DNA interaction; fluorescence polarization, His-ERG Ets domain / labelled DNA; hit rate 0.028% among 370,000; Potency, µM (highest dose often 76.9 µM), without a hit: at the highest dose FP activity, negative = inhibition, actives largely listed as inhibitors; Transcriptional regulator ERG (Homo sapiens), P11308; active means well fitted inhibition curve with a large enough effect in the polarisation, with a control signal flat; inconclusive means small, poorly fitted or top-dose-only effect, or effect the other way, or a change in a side signal; inactive means no such curve, though single readings can be large or run the other way; the % refers to the polarisation;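 further: polarization taken with two DNA probes labelled with fluorescein and Texas red; % of control where 0% means no effect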
# Target sequence (P11308 whole entry, looked up, the tested form may be a part): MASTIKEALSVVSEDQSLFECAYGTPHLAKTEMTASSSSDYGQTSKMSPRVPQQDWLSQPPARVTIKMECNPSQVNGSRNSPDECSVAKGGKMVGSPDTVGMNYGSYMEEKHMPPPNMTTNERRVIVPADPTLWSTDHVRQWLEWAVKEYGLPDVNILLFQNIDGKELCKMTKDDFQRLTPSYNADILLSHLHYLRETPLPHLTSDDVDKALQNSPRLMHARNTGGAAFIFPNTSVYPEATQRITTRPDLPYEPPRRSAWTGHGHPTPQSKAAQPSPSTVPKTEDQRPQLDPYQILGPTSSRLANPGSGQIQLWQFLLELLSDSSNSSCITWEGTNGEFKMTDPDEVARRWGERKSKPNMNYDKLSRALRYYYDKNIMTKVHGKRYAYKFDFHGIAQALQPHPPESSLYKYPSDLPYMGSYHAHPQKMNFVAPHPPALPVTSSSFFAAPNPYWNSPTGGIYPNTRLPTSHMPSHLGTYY
#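 His-tagged ERG Ets domain (1 uM in the protein solution; 300mM KCl, 50mM Tris-HCl, 1mM EDTA, 1mM DTT, pH 7.5) received compound, then a probe mix of 5 nM fluorescein-DNA and 100nM Texas-615-DNA. Fluorescence polarization was read for both dyes.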
# HP1b binding inh – HTS for Inhibitors of HP1-beta Chromodomain Interactions with Methylated Histone Tails. Chromobox protein homolog 1 (Homo sapiens), P83916. AlphaScreen HP1-beta / biotin-H3K9me3 peptide binding. Potency, µM (top dose mostly 114 µM), inactives show at the top dose activity change, negative = inhibition, actives largely listed as inhibitors. hit rate 0.56% among 390,000. AID 540317, 2011; further: nearly all actives have a fitted effect of over 70% in size; inactives centre near 23
#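 Compound inhibition of the preformed complex between 50 nM HP1-beta and 50 nM biotinylated H3K9me3 peptide was read by AlphaScreen. Buffer was PBS pH 7.4 with 0.01% Tween-20. Incubations ran 30 min at room temperature, with 10 ug/mL donor/acceptor beads.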
# * marks the source's active call; other numbers are inactive results; i = inactive; ? = inconclusive; · = no result given; [ ] = dose if it differs, or a comment. Unless noted, the call rests on the fitted dose curve; in most records, active means well fitted curve in the direction sought with a large enough effect; inconclusive means small, poorly fitted or top-dose-only effect, or another doubt; inactive means no such curve, though single readings can be large; an effect the other way counts as inactive or inconclusive. Potency means the concentration at half of the fitted maximal effect. Only part of the results is shown; count on the stated rates, not on these rows.
SMILES,PGK inhibitor,12-LOX inh,JMJD2A Tudor,RGS4 inhibitor,GLS inhibitor,rTrxR1 inhibitor,Pin1 inh,ERG-DNA inh,HP1b binding inh
CNS(=O)(=O)c1ccc2nc(NC(=O)c3ccc(N4C(=O)CCC4=O)cc3)sc2c1,-7%,-19%,?,-101%[56.9 µM],?,-2%,-2%,-14%,13%
NC(=O)c1ccc(=O)n(Cc2ccc(Cl)cc2Cl)c1,-4%,·,-11%,6%,-3%,12%,0%,3%,19%
C#CCOC(=O)C1C2C=CC(C2)C1C(=O)O (stereo unspecified),-1%,13%,-11%,1%,0%,15%,-2%,·,20%
O=C(CCCn1c(=S)[nH]c2cc3c(cc2c1=O)OCO3)N1CCN(c2ncccn2)CC1,0%,-14%,?,-35%,-11%,-15%,10%,-3%,66%
CN(CC(=O)Nc1ccc(Cl)c(C(F)(F)F)c1)C(=O)CCCNC(=O)c1ccc(Cl)cc1,0%,-6%,4%,-14%,-3%,-5%,?,-8%,56%[activator]
OC(CSc1ccccc1)CN1CCN(c2ccccc2)CC1 (stereo unspecified),-2%,-11%,-21%,-17%,-11%,5%,-2%,-1%,8%
O=C(Nc1cc2c(cc1C(=O)O)OCCCO2)c1ccc(F)cc1F,-3%,-20%,-15%[57.1 µM],-13%,10%,0%[57.1 µM],-3%,-2%,17%
COCc1cc(C)nc(SCC(=O)Oc2ccccc2)c1C#N,6%,0%,11%,-9%,5%,-9%[57.1 µM],4%,1%,34%
Cc1cccc(C)c1NC(=O)Cn1nnc(-c2ccc(N3CCOCC3)cc2)n1,3%,-16%,-5%,1%,5%,11%[57.1 µM],39%[activator],-6%,25%
O=Cc1ccc(Oc2ccc(F)cc2)nc1,-5%,-2%,3%,-7%,0%,17%,-1%,-4%,47%[activator]
CCOC(=O)N1CCc2c(sc3c2c(=O)n(Cc2ccccc2)c(=O)n3CC(=O)Nc2c(C)cccc2C)C1,8%,-2%,-7%,36%,0%,2%,-4%,-1%,46%[activator]
CC(C)c1nnc(NC(=O)C2CCCN2C(=O)Nc2cccc(Cl)c2)s1 (stereo unspecified),-8%,-2%,-1%,-14%,-7%,26%,2%,10%,40%[activator]
COc1ccc(C(=O)NC(=S)N(C)Cc2ccccc2)cc1Br,-6%,-1%,-21%,-24%,2%,17%,-10%,11%,24%
CC(=O)Nc1ccc(NC(=O)c2ccccc2CC[N+](=O)[O-])cc1,-7%,19%,5%,-39%,-5%,6%[57.1 µM],-5%,9%,34%
COc1ccc(CC(=O)OCC(=O)Nc2ncc(Cl)cc2Cl)cc1OC,4%,-4%,-18%,16%,9%,-3%,0%,0%,31%
O=C(CN1C(=O)NC2(CCc3ccccc32)C1=O)Nc1cccc(Cl)c1 (stereo unspecified),i,-16%,-15%,-13%,4%,8%,3%,-10%,18%
CCOc1ccc(/C=N/NC2=NCCCCC2)cc1,0%,-19%,-3%,-10%,0%,-8%[57.1 µM],-3%,-2%,31%
Cc1c(Cl)cccc1NC(=S)Nc1ccc(S(=O)(=O)Nc2ncccn2)cc1,4%,-26%,-22%,-30%,27%,12%[11.4 µM],-16%,21%,-6%
CCc1ccccc1N(C)C(=O)Cn1cnc2sc(C)c(S(=O)(=O)N3CCC(C)CC3)c2c1=O,-1%,-16%,-10%,3%,-10%,10%,7%,3%,40%[activator]
CCCN1CCN(c2ccc(S(N)(=O)=O)cc2[N+](=O)[O-])CC1,-8%,2%,0%,-9%,-1%,-5%,-3%,-6%,25%[57 µM]
COc1cccc(NC(=O)COC(=O)c2ccccc2F)c1,-3%,-3%,-21%,10%,0%,3%,0%,8%,14%
CC1CCc2c(sc3ncnc(SCC(=O)c4ccccc4)c23)C1 (stereo unspecified),-6%,0%,0%[11.4 µM],-9%[11.4 µM],-1%,13%[57.1 µM],0%,-3%,8%
CCc1ccc(NC(=O)C(C)n2nc(C)c([N+](=O)[O-])c2C)cc1 (stereo unspecified),i,18%,-9%,1%,-16%,36%[57.1 µM],35%[activator],15%,27%
COC(=O)c1cccc(NCN2C(=O)c3ccccc3C2=O)c1,-10%,0%,-9%[57.1 µM],4%[11.4 µM],-2%,13%[57.1 µM],-2%,-5%,-10%

# Rewritten field by field: entries from further up.
SMILES: COc1cccc(NC(=O)COC(=O)c2ccccc2F)c1
  PGK inhibitor: -3%	12-LOX inh: -3%	JMJD2A Tudor: -21%	RGS4 inhibitor: 10%	GLS inhibitor: 0%	rTrxR1 inhibitor: 3%	Pin1 inh: 0%	ERG-DNA inh: 8%	HP1b binding inh: 14%
SMILES: CC(=O)Nc1ccc(NC(=O)c2ccccc2CC[N+](=O)[O-])cc1
  PGK inhibitor: -7%	12-LOX inh: 19%	JMJD2A Tudor: 5%	RGS4 inhibitor: -39%	GLS inhibitor: -5%	rTrxR1 inhibitor: 6%[57.1 µM]	Pin1 inh: -5%	ERG-DNA inh: 9%	HP1b binding inh: 34%

# (next part)
SMILES,PGK inhibitor,12-LOX inh,JMJD2A Tudor,RGS4 inhibitor,GLS inhibitor,rTrxR1 inhibitor,Pin1 inh,ERG-DNA inh,HP1b binding inh
CSc1nncc(/C(C)=N\Nc2cccc(C)c2)n1,-3%,?,-28%,-35%,0%,4%,-1%,6%,51%[activator]
COc1ccc(OC)c2c(C)cc(NCCN3CCOCC3)nc12,4%,8%,-20%,-10%,?,15%,2%,·,10%
CC(NC(=S)Nc1cccc(C(F)(F)F)c1)C(C)(C)C (stereo unspecified),-1%,?,1%,21%,8%,-13%,-2%,2%,75%[activator]
CCC1(c2ccccc2)NC(=O)N(CC(=O)N(CC(=O)Nc2ccccc2C(F)(F)F)Cc2ccco2)C1=O (stereo unspecified),-9%,-25%,-23%,?,-10%,?,-3%,-5%,18%
COc1ccc(CC(=O)NCCc2csc(-c3cccc(C)c3)n2)cc1,-3%,-3%,-14%,9%,4%,-2%[57.1 µM],-5%,-3%,13%[57 µM]
Cc1cccc(-c2nc3c4ccccc4n(CC(=O)Nc4cccc(F)c4)c(=O)n3n2)c1,-9%,-6%,-19%,0%,10%,25%[57.1 µM],-2%,1%,18%
COc1cccc(-n2c(=O)c3sccc3n(CC(=O)NC3CCCC3)c2=O)c1,-10%,1%,-10%,-25%,-19%,23%[57.1 µM],3%,3%,45%[activator]
COc1ccc(-c2[nH]ncc2CN(Cc2nccn2C)C(C)C)c(F)c1,1%,-2%,-10%,29%,0%,-7%,2%,-13%,22%
CC(NC(=O)/C=C/c1ccc(Br)cc1)c1ccccc1 (stereo unspecified),9%,17%,-14%,17%,21%,-14%,0%,6%,24%
CCN1CCN(C(=O)c2ccc(OC)c(S(=O)(=O)Nc3ccc(C)cc3)c2)CC1,3%,-7%,3%,8%,10%,8%,-3%,6%,36%
COc1cccc(/C=C2\SC(=S)N(CCCC(=O)Nc3ccc(C(=O)O)cc3)C2=O)c1,3%,-28%,?,-29%,9%,3%,4%,41%[activator],-9%
O=C(CN1C(=O)/C(=C2/SC(=S)N(CCS(=O)(=O)O)C2=O)c2ccccc21)Nc1cccc(Br)c1,?,?,45µM*,?,-17%,-11%,·,30%,50µM*
CCCC(=O)c1cc2ccccc2oc1=O,4%,0%,-7%,14%,7%,-3%[57.1 µM],-9%,-10%,26%
Cc1nc2ccc([N+](=O)[O-])cc2c(=O)n1Cc1cccc(F)c1,-5%,?,?,-9%,4%,11%,2%,5%,-17%
CCOc1ccc(C(=O)NC(=S)Nc2ccc(N3CCCCC3)cc2)cc1[N+](=O)[O-],i,?,?,-53%,19%,5%,-7%,24%,11µM*
CC(NC(=O)OCc1ccccc1)C(=O)N1CC(O)CC1C(=O)O (stereo unspecified),-3%,-12%,-6%,-33%,1%,-1%,-6%,0%,39%[activator]
O=C(Nc1ccc(Oc2cccc3ccccc23)cc1)c1ccco1,i,0%,-20%,12%,1%,5%[57.1 µM],7%,-3%,-15%
CCc1nnc(NC(=O)CSc2nnc(-c3c[nH]c4ccccc34)n2CCOC)s1,i,25%,-15%,-35%,3%,5%,3%,-3%,25%
CCOc1ccc(NC(=O)c2c(NC(=O)CNCCN3CCOCC3)sc3c2CCC3)cc1,-5%,i,79µM*,-8%,1%,-2%,18%,8%,3%
O=c1cc(-c2ccc(F)cc2)nc(SCc2nc(-c3cccc(C(F)(F)F)c3)no2)[nH]1,-7%,-21%,-3%,-1%,-4%,16%[57.1 µM],0%,-3%,7%[57 µM]
CC/C(=N\NC(=O)c1ccc(N2CCCC2=O)cc1)c1ccccc1,4%,-3%,5%,16%,1%,8%[57.1 µM],-2%,3%,33%
C/C(=N/Nc1ccc(C)cc1)C1(C)N(O)C(C)(C)C(c2ccco2)=[N+]1[O-] (stereo unspecified),-6%,-26%,-34%,4%,17%,-10%,-4%,-3%,10%
COc1ccc(/C=N/NC(=O)CNC(=O)C2COc3ccccc3O2)cc1OC (stereo unspecified),3%,-1%,-3%,-7%,-8%,15%[57.1 µM],-3%,10%,26%
